# Source: PubChem BioAssay
# BAP1 block: inhibitors of BAP1 deubiquitinase, primary screen, biochemical, Ub-AMC fluorescence, kinetic; Ubiquitin carboxyl-terminal hydrolase BAP1 (Homo sapiens), Q92560; recombinant BAP1, Ub-AMC hydrolysis fluorescence kinetic; active compounds read low; activity remaining (% of control), % at 20 µM; 72,000 compounds, 0.48% hits; AID 436, 2006;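 active = activity remaining at or below 50% of control, provided the compound also passes the data quality filters; inactive = the rest, including low values that fail the filters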;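 note: 100% = DMSO wells rate and 0% = substrate alone blank rate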
# Target sequence (Q92560 whole entry, looked up): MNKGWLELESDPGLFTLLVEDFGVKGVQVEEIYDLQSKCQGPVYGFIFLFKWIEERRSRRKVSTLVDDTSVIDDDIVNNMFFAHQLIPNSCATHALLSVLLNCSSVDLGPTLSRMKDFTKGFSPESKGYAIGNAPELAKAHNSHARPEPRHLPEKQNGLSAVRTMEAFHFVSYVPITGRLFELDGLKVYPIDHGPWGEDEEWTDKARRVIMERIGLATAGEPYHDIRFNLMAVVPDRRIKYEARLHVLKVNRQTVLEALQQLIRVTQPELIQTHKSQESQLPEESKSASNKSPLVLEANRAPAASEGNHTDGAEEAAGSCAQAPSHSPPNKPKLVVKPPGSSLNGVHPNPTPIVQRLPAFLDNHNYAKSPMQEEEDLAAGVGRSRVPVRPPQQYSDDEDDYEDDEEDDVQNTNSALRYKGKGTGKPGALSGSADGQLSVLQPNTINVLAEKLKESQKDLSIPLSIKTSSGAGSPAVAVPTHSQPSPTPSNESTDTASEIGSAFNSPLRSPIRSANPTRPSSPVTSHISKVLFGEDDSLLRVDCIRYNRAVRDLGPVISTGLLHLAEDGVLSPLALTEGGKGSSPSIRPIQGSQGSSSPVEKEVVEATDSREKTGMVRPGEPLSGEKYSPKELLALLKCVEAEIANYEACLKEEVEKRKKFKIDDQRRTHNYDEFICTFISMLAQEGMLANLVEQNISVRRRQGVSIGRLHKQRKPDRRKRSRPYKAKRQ
# HePTP inh: inhibitors of human HePTP phosphatase, primary screen, biochemical, absorbance, leukemia target. inhibition, % at 20 µM. recombinant HePTP phosphatase activity, OD absorbance. 110,000 compounds, 0.64% hits; in the data active = inhibition above about 50%;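 note: plate controls were vehicle for no effect and reference inhibitor for full effect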
# Target sequence (P35236 whole entry, looked up): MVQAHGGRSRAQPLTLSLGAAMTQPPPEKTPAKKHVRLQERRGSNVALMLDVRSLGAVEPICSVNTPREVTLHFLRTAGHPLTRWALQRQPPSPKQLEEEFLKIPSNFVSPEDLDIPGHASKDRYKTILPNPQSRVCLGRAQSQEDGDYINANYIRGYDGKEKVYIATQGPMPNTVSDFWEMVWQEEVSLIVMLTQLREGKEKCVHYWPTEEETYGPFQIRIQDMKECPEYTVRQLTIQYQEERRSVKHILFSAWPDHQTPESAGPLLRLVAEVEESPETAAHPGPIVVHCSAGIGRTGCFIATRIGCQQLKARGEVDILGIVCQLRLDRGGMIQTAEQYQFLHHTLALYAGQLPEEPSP
# The depositor's hits bear a star; / = no result given; & = joins results of further samples.
BAP1 block,HePTP inh,SMILES
93.0,-6.0&45.3,Cc1cccc(N=C2NC(=O)CS2)c1
86.8,-3.5,CCOC(=O)C(C(=O)Nc1nccs1)C1CCCCC1 (stereo not drawn)
109.2,5.7,COc1ccc(S(=O)(=O)NCC2CCC(C(=O)NCc3ccco3)CC2)cc1 (stereo not drawn)
94.9,4.8,Nc1nc2nonc2nc1N1CCCCC1
/,-1.2,Cc1cc2ncn(CC(O)COc3ccc4ccccc4c3)c2cc1C (stereo not drawn)
95.3,6.0,Cc1nc2ccc(S(=O)(=O)NC(C(=O)NCc3ccco3)C(C)C)cc2s1 (stereo not drawn)
/,-4.4,Cc1ccc(S(=O)(=O)N2CCCC2C(=O)N2CCCCC2)cc1 (stereo not drawn)
99.3,10.8,CCOC(=O)Cn1c(C(=O)OCC)cc2sccc21
/,4.3,COc1ccc(Cl)cc1NC(=O)Cc1ccccc1
88.3,15.2,Cc1nn(-c2ccccc2C(=O)O)c(=O)c2ccccc12
76.2,4.2,Cc1cc(NC(=O)COC(=O)c2ccc(S(=O)(=O)N3CCCc4ccccc43)cc2)no1
101.8,8.2,COc1cccc2cc(-c3nnc(SCC(=O)Nc4nc(C)cs4)n3C)oc12
69.0,11.5,COC(=O)c1sc(S(=O)(=O)N2CCN(c3ccccc3)CC2)c(C(=O)OC)c1C
110.8,6.8,O=C(O)C(c1ccccc1)N1CCCC1 (stereo not drawn)
96.8,-8.2,O=S(=O)(c1ccccc1)N(CC(O)CN1CCCCC1)c1ccccc1 (stereo not drawn)
101.2,-3.4,CC1CCN(CCNC(=O)CCS(=O)(=O)c2ccc(Br)cc2)CC1
/,-0.7,O=C(COc1ccc2c(-c3ccccc3)cc(=O)oc2c1)OCc1ccccc1
/,-7.6,COc1ccc(Br)cc1C(=O)Nc1c(C)ccc2nsnc12
104.7,6.2,CN(CCNC(=O)C1CCN(S(=O)(=O)c2cnc[nH]2)CC1)Cc1ccccc1
99.0,-0.8,Cc1cnc(C(=O)Nc2ccc(-n3cnnn3)cc2)cn1
99.7,8.7,O=C(NCCC1=CCCCC1)C1CCN(S(=O)(=O)c2ccc(-n3cnnn3)cc2)CC1
/,-1.9,COC(=O)C1(C(=O)OC)C(c2ccccc2)C1(C(=O)OC)C(=O)OC
/,-0.7,C=CCN1C(=O)/C(=C\c2ccc(-c3ccccc3)o2)SC1=S
89.2,-0.1,Cc1ccc(S(=O)(=O)Nc2ccc(Br)cc2/C=N/n2cnnc2)cc1
99.9,2.1,O=C(CN1C(=O)CCS(=O)(=O)c2ccccc21)NCc1ccc(F)cc1
156.7,/,O=C(Nc1ccc[n+](CC(=O)c2cccc3ccccc23)c1)c1ccccc1
/,80.6*,Cc1c(/C=C/c2nc3ccccc3c(=O)n2-c2ccc([N+](=O)[O-])cc2)c2ccccc2n1C
/,1.3,COc1ccc(C2/C(=C(/O)c3ccccc3)C(=O)C(=O)N2c2cccc(Br)c2)cc1OC (stereo not drawn)
115.5,3.7,CCOc1ccc(NC(=O)c2nnn(CC(=O)Nc3ccccc3OC)c2N)cc1
95.3,1.8,O=C1CCCC(O)=C1C=NCCc1ccccc1
84.7,/,O[Si](CCCN1CCCCC1)(c1ccc(F)cc1)C1CCCCC1 (stereo not drawn)
/,-5.7,NNC(=O)c1cc(-c2cccc3ccccc23)n[nH]1
/,-11.4,Cc1cc(C)c2c(N)c(C(=O)c3ccc(Br)cc3)sc2n1
76.4,6.6,C=C(C)Cn1c(CCNC(=O)C(C)C)nc2ccccc21
89.7,5.6,COc1cc(=O)[nH]c(=O)n1CC(=O)c1ccccc1
/,-6.4,O=[N+]([O-])c1ccc(N2CCCCC2)c(Cl)c1N1CCCCC1
/,-10.6,O=[N+]([O-])c1cc(S(=O)(=O)Nc2cc(Cl)ccc2Cl)ccc1Cl
100.1,3.3,COCCn1nnnc1C(c1ccc(OC)cc1OC)N1CCN(c2ccccc2)CC1 (stereo not drawn)
/,2.3,CC(C)(C)c1cc(CO)c(O)c(C(C)(C)C)c1
78.3,-7.1,O=C(Nc1nnc(-c2cccs2)o1)c1ccco1
/,6.1,CCc1ccc2[nH]c(=O)c(C(c3nnnn3CCOC)N3CCN(c4ccccc4F)CC3)cc2c1 (stereo not drawn)
88.9,1.8,O=C(CCC(=O)Nc1nnc(C2CCCCC2)s1)NCc1cccs1
117.8,4.8,O=C(CN(Cc1ccc2c(c1)OCO2)C(=O)c1cnsn1)NC1CCCC1
89.4,-0.6,CC1(C)CC(=O)C=C(Nc2ccccc2F)C1
/,8.9,Oc1ccc2ccccc2c1C1NN=C(c2ccccc2)S1 (stereo not drawn)
87.8,-2.0,CC1(C)CC(CC(=O)O)(c2ccccc2)CCO1 (stereo not drawn)
/,-16.5,COc1ccc(C2CC(=O)C3=C(C2)Nc2ccccc2NC3c2ccc(Cl)c(Cl)c2)cc1OC (stereo not drawn)
109.8,5.6,COc1cccc(NC(=O)Cn2c(=O)oc3ccccc32)c1
/,6.3,CC(=O)NS(=O)(=O)c1ccc(NC(=O)/C=C/c2ccc(C(C)(C)C)cc2)cc1
77.8,6.2,O=C(CCCCCNS(=O)(=O)c1ccc(Br)cc1)NCCN1CCOCC1

# An excerpt from above in order of formula weight, descending.
BAP1 block,HePTP inh,SMILES
/,-16.5,COc1ccc(C2CC(=O)C3=C(C2)Nc2ccccc2NC3c2ccc(Cl)c(Cl)c2)cc1OC (stereo not drawn)
100.1,3.3,COCCn1nnnc1C(c1ccc(OC)cc1OC)N1CCN(c2ccccc2)CC1 (stereo not drawn)
/,80.6*,Cc1c(/C=C/c2nc3ccccc3c(=O)n2-c2ccc([N+](=O)[O-])cc2)c2ccccc2n1C
76.4,6.6,C=C(C)Cn1c(CCNC(=O)C(C)C)nc2ccccc21

# (list continues)
BAP1 block,HePTP inh,SMILES
60.3,-2.2,CCC(=O)N/C(N)=N/c1nc(C)c2cc(OC)ccc2n1
97.1,-7.8,COc1ccc(CC(NC(C)=O)C(=O)NC2CCN(c3nc(C)cc(C)c3C#N)CC2)c(OC)c1 (stereo not drawn)
/,8.0,COc1ccc(C=Nc2ccccc2Cl)c2ccccc12
/,-0.9,Cc1ccc2nsnc2c1NC(=O)COc1ccccc1[N+](=O)[O-]
103.2,-1.9,COc1ccccc1CNC(=O)C(CCSC)NS(=O)(=O)c1ccc2c(c1)oc(=O)n2C (stereo not drawn)
/,4.6,CCNc1cc(Nc2ccccc2)c2c3c(onc13)-c1ccccc1C2=O
/,4.5,CCc1nccn1S(=O)(=O)c1cc(Cl)ccc1Br
/,3.6,COc1ccccc1C(=O)Nc1ccc(-c2csc(-c3ccccc3)n2)cc1
/,9.3,COc1ccc(/C=N/Nc2nc(N3CCOCC3)nc(N3CCOCC3)n2)cc1
98.3,1.3,CCCCn1c(N(CCOC(C)=O)C(C)=O)nc2ccccc21
88.0,6.7,Nc1nc(-c2cccnc2)nn1C(=O)c1ccco1
84.4,-2.7,COC(=O)c1ccc(N2C(=O)CC(N3CCN(C(=O)c4ccco4)CC3)C2=O)cc1 (stereo not drawn)
/,-11.2,O=C1c2[nH]nc(-c3ccccc3)c2C(c2ccccc2F)N1c1ccccc1 (stereo not drawn)
58.7,/,Nc1ccc(Oc2ccc(N)c([N+](=O)[O-])c2)cc1[N+](=O)[O-]
92.7,2.3,Cc1cc2nnc(SC3CCOC3=O)n2c2ccccc12 (stereo not drawn)
90.1,4.7,CN(C)C(=O)Nc1ccc(F)cc1F
96.7,/,CC1CC(C)CN(S(=O)(=O)c2ccc(C(=O)Nc3nc(-c4ccccn4)cs3)cc2)C1 (stereo not drawn)
/,-2.5,COC(=O)c1c(C)oc2ccc(OC(=O)c3cccc([N+](=O)[O-])c3)cc12
/,-6.0,COc1ccc2[nH]c(=O)c(CN(Cc3cccnc3)C(=O)Nc3ccccc3)cc2c1
/,10.7,CC1CCN(c2ccc(/C=N/N=C3\NC(=O)CS3)cc2[N+](=O)[O-])CC1
54.5,/,CCCc1ccc(-c2ccc(C#N)cc2)nc1
/,-0.9,Cc1cc(C)n2c(SCc3ccc(Cl)cc3Cl)nnc2n1
78.0,5.3,C=CCNc1oc(Cc2cccc3ccccc23)nc1C#N
66.8,1.5,OC(COc1ccc2ccccc2c1Br)Cn1ccnc1 (stereo not drawn)
60.1,/,Cn1c(S(=O)(=O)Cc2ccc(Cl)cc2)nc2ccccc21
/,1.9,CCOc1ccc(NC2=C(Cl)C(=O)N(c3cccc(Cl)c3Cl)C2=O)cc1
102.8,4.3,Cc1cc2cc(CNC(=O)c3ccc(Br)o3)ccc2[nH]1
/,-3.6,COc1ccc(CNC(=S)Nc2cccc(C(F)(F)F)c2)cc1
/,-2.4,Cc1ccc(-c2csc(NC(=O)c3sc4cc(C)ccc4c3Cl)n2)cc1
/,-5.5,C=CCN(CC=C)C(=O)c1ccccc1
103.4,-2.7,Cc1ccc(S(=O)(=O)N(CC(O)CN2CCCC2)c2ccccc2)cc1 (stereo not drawn)
110.6,0.4,COc1ccccc1-c1noc(-c2ccccc2C(=O)N2CCOCC2)n1
73.6,6.3,Cc1cccn2cc(CNc3ccccc3)nc12
69.3,/,CCNc1nc(NC(C)C)nc(SCCOc2ccc(C)cc2)n1
94.6,1.8,Brc1ccc(Oc2nnnn2-c2ccccc2)cc1
103.2,-7.6,CC1(C)OC(=O)C(=CNC(CCC(N)=O)C(=O)O)C(=O)O1 (stereo not drawn)
113.0,9.4,CCOC(=O)Cc1csc(NC(=O)CSc2nnc(-n3nc(C)cc3C)c3ccccc23)n1
/,7.8,CCOC(=O)c1ccc[n+](CC(=O)c2cc3ccccc3oc2=O)c1
/,8.7,Clc1cccc(/C=N\N2CCN(c3ccccc3)CC2)c1Cl
77.2,7.5,COc1ccc(NC(=O)c2cnc3ccccn3c2=O)c(OC)c1
95.7,2.6,COc1nc(NCC(C)C)nc(Oc2ccc(=O)n(-c3ccccc3)n2)n1
80.5,11.6,Cn1c(C(C#N)C2=C(Cl)C(=O)N(c3ccccc3)C2=O)nc2ccccc21 (stereo not drawn)
101.3,-0.3,Cc1nn(CC(=O)Nc2ccc(C(=O)N3CCCC3)cc2)c(=O)c2ccccc12
/,0.3,COc1cc(C(=O)Oc2ccc(C(=S)N3CCOCC3)cc2)cc(OC)c1OC
128.4,9.7,CCN(Cc1cc2cc(C)ccc2[nH]c1=O)C(=O)c1cccc(OC)c1
/,-2.4,COc1cc2c(C(=O)NCc3ccccn3)cn(C)c(=O)c2cc1OC
83.6,9.8,Cc1ccc(-n2c(N)c(C(=O)N3CCCCC3)sc2=S)cc1
95.5,10.3,CCOC(=O)N1CCC(N2C(=O)c3ccc(C(=O)NCc4ccc(F)cc4)cc3C2=O)CC1
94.0,5.2,CCCCN1C(=O)C(O)(CC(=O)c2c(C)n[nH]c2C)c2cc(Br)ccc21 (stereo not drawn)
50.1,-2.9,CC(=O)c1cnc(Nc2nc(C)c3cc(C)ccc3n2)nc1C

# The listing continues:
BAP1 block,HePTP inh,SMILES
/,4.2,COc1cccc(CN2CCN(Cc3ccco3)CC2)c1
/,5.7,O=C(Cc1ccc(Br)cc1)NCc1ccccc1
94.4,4.7,Cc1nnc(NC(=O)C2CCN(c3nnnn3-c3ccccc3)CC2)s1
98.4,-7.7,C/C=C/c1ccc(OCCN2C(=O)NC(C)(C)C2=O)c(OC)c1
/,5.2,CN1C2=NC(=O)/C(=C/c3ccccc3[N+](=O)[O-])N2c2ccccc21
101.5,-6.9,Brc1cccc(-c2nnc(SCc3ccon3)n2-c2ccccc2)c1
101.3,0.3,OCC1N=C(c2ccccn2)OC1c1ccccc1 (stereo not drawn)
70.7,-11.7,CCOc1ccc(NC(=O)Nc2ccc3c(c2)N(C)C(=O)CS3)cc1
50.5,4.4,CCc1noc(C)c1C(=O)Nc1sc(C(=O)N(C)C)c(C)c1C(=O)OC
/,3.0,COc1ccc(NC(=O)c2c(Cl)ccc(Cl)c2OC)c(OC)c1
97.5,6.0,COc1ccc(OC)c(NC(=O)CCn2cccc2)c1
111.7,4.6,O=C(Cn1cnnn1)OCC(=O)c1ccc(Cl)s1
/,25.7,O=C(NCc1ccccc1)N(Cc1cc2cc3c(cc2[nH]c1=O)OCCO3)CC1CCCO1 (stereo not drawn)
87.7,6.6&9.7,CCN(CC)c1ccc(NC(=O)c2ccc(Br)o2)cc1
/,-10.6,COc1cc(OC)cc(C(=O)NNC(=O)c2ccccc2OC)c1
/,-18.9,O=C(CSc1nnnn1-c1ccccc1)Nc1ccc(C(=O)O)cc1
/,-13.0,Cc1ccccc1CNC(=O)c1ccc(CN(c2ccccc2)S(C)(=O)=O)cc1
/,6.6,Cc1sc(NC(=O)CSc2nnc(-c3ccc(F)cc3)o2)c(C#N)c1C
92.8,-7.8,Cc1nc2ccc(S(=O)(=O)NCC(=O)N3CCCC(C)C3)cc2s1 (stereo not drawn)
/,-7.8,Cc1cccc(OCC(=O)Nc2cccc(I)c2)c1
/,8.0,O=C(Nc1ccc(OC(F)(F)F)cc1)c1cc(I)ccc1Cl
81.2,-3.8,O=C(Nc1nnc(-c2cccs2)o1)c1cccc(F)c1
/,4.0,COC(=O)c1ccc(CN2CCN(CCN3C(=O)c4cccc5cccc(c45)C3=O)CC2)cc1
91.5,-0.2,C[C@H](NC(=O)OC(C)(C)C)c1nnc(SCC(=O)c2ccc(Cl)cc2)o1
94.8,1.8,Cn1c(Cn2c(=O)sc3ccccc32)nnc1SCc1cccnc1
/,-10.9,COc1ccccc1/C=N/NC(=O)c1cc(-c2ccc(Cl)cc2)n[nH]1
/,1.1,COc1ccc(C2C(C(=O)/C=C/c3ccccc3)=C(O)C(=O)N2CCCCCC(=O)O)cc1 (stereo not drawn)

# By substructure: the compounds so far with a cyano group
BAP1 block,HePTP inh,SMILES
97.1,-7.8,COc1ccc(CC(NC(C)=O)C(=O)NC2CCN(c3nc(C)cc(C)c3C#N)CC2)c(OC)c1 (stereo not drawn)
54.5,/,CCCc1ccc(-c2ccc(C#N)cc2)nc1
78.0,5.3,C=CCNc1oc(Cc2cccc3ccccc23)nc1C#N
80.5,11.6,Cn1c(C(C#N)C2=C(Cl)C(=O)N(c3ccccc3)C2=O)nc2ccccc21 (stereo not drawn)
/,6.6,Cc1sc(NC(=O)CSc2nnc(-c3ccc(F)cc3)o2)c(C#N)c1C
